# High-throughput results deposited in PubChem by Sanford-Burnham Center for Chemical Genomics.
# NALP3 yeast inh – blocks the NALP3 inflammasome reconstituted in yeast; Yeast reconstituted NLRP3/ASC/caspase-1, beta-gal luminescence, 24 h; inhibition, % at 10 µM; 330,000 tested, 0.39% active;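 active = inhibition of 50% or more; inactive = inhibition below 50%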;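 note: plate controls were induced DMSO wells for no effect and uninduced yeast grown without galactose for full effect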
# mIAP inh – blocks mouse intestinal alkaline phosphatase. 330,000 tested, 0.2% active. purified mouse IAP, CDP-Star luminescence, 30 min. inhibition, % at 10 µM;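 active = inhibition of at least 40% at 10 µM in the primary screen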;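 note: plate controls were DMSO with enzyme for no effect and no enzyme wells for full effect; values of inactives mirror those of a sister screen read the other way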
# beta cell repl – MIN6 beta-cell proliferation induction; 330,000 tested, 0.29% active; proliferation, % at 10 µM; MIN6 cells proliferation, ATPlite luminescence, 48 h; cells starved in 0.2% serum; 100% = growth in 10% serum;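 active = compounds whose signal lies at least 3.5 SD above the mean of all wells on their plate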;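 note: 0% = DMSO-treated cells in low-serum medium and 100% = 10% serum control; some compounds called inactive have numbers as strong as hits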
# APOBEC3G inh – inhibitors of human APOBEC3G DNA deaminase | 330,000 tested, 0.28% active | inhibition, % at 20 µM | recombinant A3G, ssDNA deamination FAM/TAMRA fluorescence | Q9HC16;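 active = inhibition of at least 40% at 20 µM, with no more than 30% in the related APOBEC3A deaminase screen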;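 note: plate controls were DMSO wells with A3G for no effect and wells lacking A3G enzyme for full effect; some compounds called inactive have numbers as strong as hits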
# Target sequence (Q9HC16 whole entry, looked up): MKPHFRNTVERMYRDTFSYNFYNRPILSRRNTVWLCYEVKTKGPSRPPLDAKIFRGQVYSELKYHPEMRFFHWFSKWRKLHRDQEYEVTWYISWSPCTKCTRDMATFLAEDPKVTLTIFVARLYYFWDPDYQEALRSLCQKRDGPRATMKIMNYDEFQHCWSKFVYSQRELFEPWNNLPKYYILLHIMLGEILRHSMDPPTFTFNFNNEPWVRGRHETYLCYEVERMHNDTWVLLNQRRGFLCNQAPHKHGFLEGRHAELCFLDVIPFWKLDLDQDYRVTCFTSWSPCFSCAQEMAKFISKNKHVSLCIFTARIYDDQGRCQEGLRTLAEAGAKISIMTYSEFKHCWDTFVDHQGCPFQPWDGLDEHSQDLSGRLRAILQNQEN
# hIAP inh – human IAP inhibition. P09923. purified IAP, CDP-Star luminescence, 30 min. inhibition, % at 10 µM. 330,000 tested, 0.12% active. AID 2544;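 active = inhibition reaching a set limit with compound at 10 µM in the primary screen, cut at about 35% in these data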;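 note: plate controls were DMSO wells with enzyme for no effect and no-enzyme buffer wells for full effect; values of inactives mirror those of a sister screen read the other way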
# Target sequence (P09923 whole entry, looked up): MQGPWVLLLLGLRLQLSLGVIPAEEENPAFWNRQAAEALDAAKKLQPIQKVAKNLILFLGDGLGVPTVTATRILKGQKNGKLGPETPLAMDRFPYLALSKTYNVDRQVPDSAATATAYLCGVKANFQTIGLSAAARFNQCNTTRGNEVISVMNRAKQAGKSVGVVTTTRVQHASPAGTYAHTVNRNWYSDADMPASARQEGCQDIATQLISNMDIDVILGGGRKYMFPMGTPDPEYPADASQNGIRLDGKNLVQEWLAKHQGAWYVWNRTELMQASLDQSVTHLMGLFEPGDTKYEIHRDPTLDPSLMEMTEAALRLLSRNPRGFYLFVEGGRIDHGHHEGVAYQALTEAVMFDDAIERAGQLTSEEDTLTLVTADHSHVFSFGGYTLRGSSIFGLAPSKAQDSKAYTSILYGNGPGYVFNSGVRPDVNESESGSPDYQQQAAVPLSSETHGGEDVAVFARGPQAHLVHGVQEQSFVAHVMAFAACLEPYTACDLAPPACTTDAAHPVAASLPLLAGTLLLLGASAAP
# SENP1 FRET inh – blocks the human SENP1 SUMO protease catalytic domain; AID 624204; 360,000 tested, 0.21% active; Q9P0U3; inhibition, % at 10 µM; recombinant SENP1 catalytic domain, CyPet-SUMO1-YPet FRET cleavage;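 active = inhibition at least 30% at 10 µM, raw YFP signal under a set limit, fluorescence ratio 0.5 to 1.5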;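 note: 0% = enzyme with DMSO and 100% = no enzyme wells; some results filed as inactive read as strong as hits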
#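 Test system: recombinant human SENP1 catalytic domain, His6-tagged / Medium: pH 8 Tris buffer with EDTA, NaCl, BME, BSA, NP40, catalase / Also added: SUMO1 FRET substrate flanked by Cypet and Ypet, 25 nM / Times: 50 min reaction at room temperature / Signal: FRET, CFP and YFP emission / Control set: no-enzyme low control and enzyme-plus-DMSO high control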
# APOBEC3A inh – inhibitors of human APOBEC3A DNA deaminase; P31941; recombinant A3A, FAM/TAMRA ssDNA deamination fluorescence; inhibition, % at 20 µM; 330,000 tested, 0.41% active; AID 493011;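 active = at least 40% inhibition at 20 µM here, with at most 30% in a related deaminase screen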;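 note: plate controls were A3A with DMSO for no effect and wells lacking A3A enzyme for full effect; some results filed as inactive read as strong as hits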
# hIAP act – increases human intestinal alkaline phosphatase activity; purified human IAP, CDP-Star luminescence, 30 min; active compounds read high; 1 = vehicle-only enzyme, 0 = enzyme-free background; 330,000 tested, 0.16% active; activation factor at 10 µM;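 active = activation factor of the enzyme at least 2-fold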; note: the source names both 10 and 20 µM as test concentration; values of inactives mirror those of a sister screen read the other way
# mIAP activ – increases mouse intestinal alkaline phosphatase activity; AID 2805; muIAP, CDP-Star luminescence, 30 min; active compounds read high; 1 = vehicle-only enzyme signal, 0 = enzyme-free wells; 330,000 tested, 0.24% active; activation factor at 10 µM;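 active = activation factor of at least 2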; note: the source names both 10 and 20 µM as test concentration; values of inactives mirror those of a sister screen read the other way
#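 Assay system: mouse IAP enzyme; reagent: chemiluminescent substrate CDP-Star; dosing: test compounds delivered from DMSO solution; schedule: 30 min at room temperature; measured by: luminescence from enzymatic CDP-Star hydrolysis; controls: DMSO-only wells and no-enzyme negative control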
# The depositor's hits bear a star; nt = not tested or not shown. Some of the compounds tested, so the mix of outcomes need not match the whole.
SMILES,NALP3 yeast inh,mIAP inh,beta cell repl,APOBEC3G inh,hIAP inh,SENP1 FRET inh,APOBEC3A inh,hIAP act,mIAP activ
CC1CCCCC1NC(=O)COC(=O)c1ccc(S(=O)(=O)NCc2ccco2)cc1 (stereo not given),14,-2,1,4,0,1,16,1,1
O=C(C(=O)N1CCN(c2ccccc2F)CC1)c1c[nH]c2ccccc12,-1,5,0,-3,8,1,2,0.92,0.95
N#CC(C#N)=Cc1ccccc1OCc1ccccc1,-19,4,-1,-3,12,nt,-4,0.88,0.96
O=C(c1ccc(Cl)s1)N1CCCC(N2CCN(c3ccc(F)cc3)CC2)C1 (stereo not given),5,8,2,-8,8,1,-5,0.92,0.92
COc1cccc(C(=O)NC(=O)Nc2cc(C)on2)c1,28,7,-2,-4,1,2,0,0.99,0.93
C=CC[C@H](CC(=O)OC(C)(C)C)C(=O)OC[C@H]1CCCN1C(=O)[C@@H](CC=C)CC(=O)N(CCO)Cc1ccccc1,0,-7,-4,-1,-14,0,-1,1.1,1.1
CCCCC[n+]1ccn(-c2nc3ccccc3nc2[N-]S(=O)(=O)c2ccccc2)c1,17,4,-1,0,19,-146,0,0.81,0.96
Cc1oc2ccc(OC(=O)c3cccs3)cc2c1C(=O)OC(C)C,15,8,-2,-4,7,1,-2,0.93,0.92
CCOc1ccccc1/C=C(/NC(=O)c1ccccc1)C(=O)N(CC)CC,-2,-4,-2,-3,-4,-3,-2,1,1
Cc1ccc(C)c(S(=O)(=O)N2CCN(C(=O)Cc3ccsc3)CC2)c1,24,3,-1,-1,-18,1,1,1.2,0.97
COc1ccc([N+](=O)[O-])cc1NC(=O)C(C)OC(=O)C1CCC1 (stereo not given),20,1,1,-12,-16,1,-3,1.2,0.99
CCOc1cccc(C(=O)Nc2ccc3oc(-c4cccnc4)nc3c2)c1,21,4,1,-5,-7,3,0,1.1,0.96
C/C(=N\NC(=S)NCc1ccccc1)c1cccc(Br)c1,-5,-6,-6,-11,14,1,-1,0.85,1.1
O=C(COc1ccc(Br)cc1)Nc1ccc(NC(=O)c2ccccc2)cc1,20,-6,-1,6,-10,1,1,1.1,1.1
COc1ccc(C2CC(c3cccs3)=NN2C(=O)c2ccco2)cc1OC (stereo not given),-4,-3,-1,-7,24,-2,-1,0.76,1
O=C(Cn1[nH]c(=O)c2ccccc2c1=O)OCC(=O)N(Cc1ccccc1)Cc1ccccc1,-12,4,-2,0,10,1,-2,0.9,0.96
Cc1cc(NC(=O)COC(=O)C2CSC3(C)CCC(=O)N23)ccc1Br (stereo not given),2,-3,-3,-3,13,-2,-1,0.87,1
CNc1ccc2nnc(C(F)(F)C(F)(F)C(F)(F)F)n2n1,-10,2,-2,-2,6,1,3,0.94,0.98
O=c1[nH]c(CS(=O)(=O)c2ccccc2)nc2ccccc12,-6,1,1,-5,2,-1,1,0.98,0.99
CCOC(=O)c1ccc(Nc2nnc(C(C)(C)C)c(=O)[nH]2)cc1,-3,2,-5,-3,3,3,2,0.97,0.98
COc1ccc(C(C[N+](=O)[O-])c2c(C)cc3ccccn23)cc1 (stereo not given),14,6,-5,-1,9,-19,0,0.91,0.94
CC1CCc2sc(C(=O)N3CCC(C(N)=O)CC3)cc2C1 (stereo not given),11,-4,-3,-2,13,3,0,0.87,1
CCOC(=O)/C(C#N)=C1\CC2CCC1(C)C2(C)C (stereo not given),-1,-5,0,35,14,1,3,0.86,1
FC(F)(F)c1cccc(CN2CCC(c3cc(-c4cccs4)n[nH]3)CC2)c1,-4,8,-6,-6,16,-3,-4,0.83,0.92
COc1cc(C(=O)Nc2nc(C)c(Cc3ccc4c(c3)OCO4)s2)cc(OC)c1OC,-2,16,-5,21,-9,-1,-3,1.1,0.83
CC1CN(C(=O)COC(=O)c2ccc(O)cc2)CC(C)O1 (stereo not given),5,3,1,-11,1,0,-3,0.99,0.97
CN=C(Nc1ccccc1OC)SC1CC(=O)N(c2ccc(C(=O)OC)cc2)C1=O (stereo not given),7,-6,-3,-6,-1,2,0,1,1.1
Cc1onc(-c2ccccc2)c1C(=O)Nc1sc2c(c1C#N)CCC2,18,5,-1,-3,7,-29,13,0.93,0.95
CN(C)S(=O)(=O)c1ccc(NC(=O)Cc2ccc(S(=O)(=O)N3CCOCC3)s2)cc1,12,-3,2,8,-9,-3,25,1.1,1
COCCNC(=S)Nc1ccc(Cl)c(Cl)c1,12,3,2,-6,4,3,-4,0.96,0.97
N#Cc1c(Cl)nc(SCc2ccccc2)nc1-c1ccccc1,15,10,-1,-6,18,nt,-4,0.82,0.9
CC(C)=CCCC(C)NC(=O)NC1CCCCC1 (stereo not given),7,3,-4,0,-14,2,2,1.1,0.97
O=C(C1CC(=O)N(c2ccc(Cl)cc2)C1)N1CCC(c2nc3ccccc3[nH]2)CC1 (stereo not given),8,-2,-4,-5,-8,2,2,1.1,1
Cc1cnc(NC(=O)CSc2nnc(C)s2)s1,11,2,-2,-10,-78,-1,-3,1.8,0.98
COC(=O)Cc1ccc(N(Cc2ccccc2F)S(=O)(=O)c2ccc(Br)cc2)cc1,6,6,-2,0,4,1,-1,0.96,0.94
Cc1csc(N)n1,16,3,0,-8,-2,-3,-1,1,0.97
COc1ccc2[nH]c(=O)c(CNc3ccc(C)c(C)c3)cc2c1,0,2,2,8,13,11,1,0.87,0.98
CCN(CC)S(=O)(=O)c1cc(NC(=O)C2CCN(c3ncnc4sc(C)c(C)c34)CC2)ccc1Cl,16,-38,-4,-2,2,-4,10,0.97,1.4
O=C(CCN1CCCCC1)NCNC(=O)CCN1CCCCC1,-3,-2,-1,-4,9,-1,-4,0.91,1
CC(=O)Nc1ccccc1OCc1nnc(-c2cccs2)o1,-5,-2,0,-5,6,-3,-6,0.94,1
c1ccc(C[C@H]2CN=C(Nc3ccccc3)N2CCCC2CCCCC2)cc1,17,-1,-4,-1,7,-1,0,0.93,1
O=C(C1CCCN(c2ncnc3c2nc2n3CCCCC2)C1)N1CCN(c2ccc(Cl)cc2)CC1 (stereo not given),19,-6,-7,3,-23,1,-4,1.2,1.1
CCOC(=O)C1CCN(C(=O)COC(=O)/C=C/c2ccccc2)CC1,-8,-3,-3,-8,0,-1,-2,1,1
O=C(c1cc(-c2cccs2)on1)N1CCCc2ccccc21,39,-1,1,3,20,-4,1,0.8,1
CCN(CC)CC(C)OC(=O)c1ccccc1Cl (stereo not given),10,3,1,-5,5,3,-2,0.95,0.97
COCCN(CC(=O)Nc1cccc(C)c1C)C(=O)c1ccc(S(=O)(=O)N2CCOCC2)cc1,21,-4,2,-3,0,1,1,1,1
Cc1cccc(NC(=O)c2nc[nH]c2C(=O)NC2CCN(C(=O)OC(C)(C)C)CC2)c1,-91,7,-7,-6,-46,0,1,1.5,0.93
Cc1nc(SCC(=O)NNC(=O)c2ccc(F)cc2)c2ccccc2n1,20,1,1,-5,-19,-2,-2,1.2,0.99
O=C(CSCc1ccco1)c1ccc(Cl)s1,16,45*,-4,-1,1,nt,13,0.99,0.55
O=C(NC(=S)Nc1nc(-c2ccccc2)cs1)c1cccnc1,21,25,0,-4,13,-1,-3,0.87,0.75
CN(C)CCCN(C(=O)c1ccc([N+](=O)[O-])s1)c1nc2cc3c(cc2s1)OCCO3,28,-2,-5,-3,4,0,1,0.96,1
COc1ccc(Cc2nnc(NS(C)(=O)=O)s2)cc1,4,2,2,-7,15,1,-4,0.85,0.97
O=C(COC(=O)C1CC1)c1c[nH]c2ccccc12,10,-6,-3,-3,3,0,-2,0.97,1.1
CC1CC(C)CN(C(=O)CNC(=O)c2sc3ccccc3c2Cl)C1 (stereo not given),14,8,10,-6,4,4,-4,0.96,0.92
Cc1cc(C)c(NC(=O)COC(=O)Cc2ccsc2)c(C)c1,-6,3,-3,-5,9,2,-1,0.91,0.97
O=C(NCCCN1CCOCC1)c1ccc(/C=C2\Oc3ccccc3N(Cc3ccccc3F)C2=O)cc1,9,-2,-8,-6,18,-24,-7,0.82,1
Cc1cc(C)n2c(SCc3c(C)noc3C)nnc2n1,1,-3,-2,1,-22,1,4,1.2,1
CCC(=O)c1ccc(OCC(O)Cn2nc(C)c(Br)c2C)cc1 (stereo not given),22,7,1,-8,6,0,-7,0.94,0.93
O=C(NCc1cccs1)N[C@@H](Cc1ccccc1)C(=O)O,-4,5,-1,-1,14,1,-1,0.86,0.95
COc1ccccc1C(=O)Nc1nc(C)cc(C)n1,-4,-9,2,-7,-8,2,0,1.1,1.1

# Next records
SMILES,NALP3 yeast inh,mIAP inh,beta cell repl,APOBEC3G inh,hIAP inh,SENP1 FRET inh,APOBEC3A inh,hIAP act,mIAP activ
O=C(NCc1ccco1)C1CCCN(c2nnc(-n3cccc3)s2)C1 (stereo not given),-1,8,-2,22,18,-4,13,0.82,0.92
CCOc1ccc(CCNC(=O)c2cccc(NC3=NC4CS(=O)(=O)CC4S3)c2)cc1OCC (stereo not given),17,2,0,2,16,1,-5,0.84,0.98
COc1ccc(C)cc1NC(=O)C(Sc1nnc2ccccn12)c1ccccc1 (stereo not given),1,7,0,-4,-2,2,0,1,0.93
O=C(CSc1nncs1)NCc1ccc(F)cc1,3,-2,-1,-1,-2,2,2,1,1
O=C(NC(NCc1ccccc1)C(Cl)(Cl)Cl)c1cccnc1 (stereo not given),1,2,-1,-3,-3,-5,-1,1,0.98
COCCN(C(=S)Nc1ccc(OC)cc1)C1CCN(C(C)C)CC1,8,0,1,-4,-5,1,-1,1.1,1
O=C(O)CCn1c(=S)oc2ccccc21,10,-6,-3,-5,1,0,-5,0.99,1.1
CC(=O)NC(=S)Nc1ccc(-c2nc3ccc(C)cc3s2)cc1,5,-4,-3,-3,8,-47,-2,0.92,1
O=C(Nc1ccc(F)cc1F)c1cccc(S(=O)(=O)N2CCCCC2)c1,-6,0,-6,-3,-27,0,-2,1.3,1
Cc1cccc(N2CN=C3SCC(=O)N3C2)c1,18,0,-2,-10,-38,0,-3,1.4,1
Cc1cc(C)c2c(=O)n(CC(=O)N3CCC(Cc4ccccc4)CC3)sc2n1,10,-5,-7,43*,16,nt,2,0.84,1.1
O=C(c1ccccc1Cc1ccccc1)N1CCN(S(=O)(=O)c2ccccc2F)CC1,14,11,-2,-4,-1,0,-1,1,0.89
Cc1ccc(/C=N/NC(=O)c2nc3nc(C)cc(C)n3n2)cc1,16,2,-6,-5,-6,4,6,1.1,0.98
COC1(C2=NCCN2)COc2ccccc2O1 (stereo not given),22,-11,-4,-5,6,2,-4,0.94,1.1

# 3 compounds already listed, sorted by their value in APOBEC3A inh, smallest number first:
compound | APOBEC3A inh
O=C(C1CCCN(c2ncnc3c2nc2n3CCCCC2)C1)N1CCN(c2ccc(Cl)cc2)CC1 (stereo not given) | -4
COc1ccc([N+](=O)[O-])cc1NC(=O)C(C)OC(=O)C1CCC1 (stereo not given) | -3
CC1CCc2sc(C(=O)N3CCC(C(N)=O)CC3)cc2C1 (stereo not given) | 0
